KCC2 mod = KCC2 (human) Cl- transport modulation | Q9H2X9 | KCC2 cells, thallium flux FluoZin-2 fluorescence | B-score of Tl+ flux slope (higher = more flux/activation; lower = inhibition) at 10 µM | actives 2.2% (n = 190,000);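 active = thallium flux slope and its plate-corrected score both differing from the plate sample mean at a set confidence after two filtering rounds, in either direction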;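 note: slope of fluorescence scaled to starting intensity during 10 to 20 s after thallium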
Target sequence (Q9H2X9 whole entry, looked up): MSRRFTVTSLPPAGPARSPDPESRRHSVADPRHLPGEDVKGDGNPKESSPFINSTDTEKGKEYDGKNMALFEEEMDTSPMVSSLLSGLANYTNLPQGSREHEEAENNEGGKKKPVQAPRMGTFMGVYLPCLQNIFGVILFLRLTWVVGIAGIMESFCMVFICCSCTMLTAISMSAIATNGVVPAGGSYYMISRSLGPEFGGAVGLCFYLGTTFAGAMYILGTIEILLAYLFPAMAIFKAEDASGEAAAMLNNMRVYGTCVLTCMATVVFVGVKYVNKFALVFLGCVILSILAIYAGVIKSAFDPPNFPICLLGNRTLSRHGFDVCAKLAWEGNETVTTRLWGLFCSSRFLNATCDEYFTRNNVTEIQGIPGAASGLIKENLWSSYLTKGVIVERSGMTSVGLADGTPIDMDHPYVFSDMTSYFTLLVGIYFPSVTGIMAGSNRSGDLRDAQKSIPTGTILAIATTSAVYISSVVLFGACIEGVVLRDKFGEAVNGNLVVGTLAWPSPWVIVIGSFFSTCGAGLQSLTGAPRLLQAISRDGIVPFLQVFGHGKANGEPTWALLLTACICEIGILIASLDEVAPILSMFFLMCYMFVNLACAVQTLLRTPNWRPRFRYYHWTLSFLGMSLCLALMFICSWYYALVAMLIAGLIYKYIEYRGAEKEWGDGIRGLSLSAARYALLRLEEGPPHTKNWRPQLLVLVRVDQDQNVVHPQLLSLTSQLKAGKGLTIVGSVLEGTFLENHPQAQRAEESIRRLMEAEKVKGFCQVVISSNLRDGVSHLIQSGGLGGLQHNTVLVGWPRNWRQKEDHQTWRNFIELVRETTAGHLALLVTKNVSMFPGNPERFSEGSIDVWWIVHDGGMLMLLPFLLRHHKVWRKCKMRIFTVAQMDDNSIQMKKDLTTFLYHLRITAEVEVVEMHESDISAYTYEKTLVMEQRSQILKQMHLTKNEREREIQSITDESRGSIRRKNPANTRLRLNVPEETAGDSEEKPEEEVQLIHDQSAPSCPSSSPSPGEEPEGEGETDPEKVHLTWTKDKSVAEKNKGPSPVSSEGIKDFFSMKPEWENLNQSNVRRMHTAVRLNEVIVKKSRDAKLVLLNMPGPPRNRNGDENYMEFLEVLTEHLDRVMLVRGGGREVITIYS
Furin inh = blocks human furin protease activity. P09958. purified furin, fluorogenic substrate cleavage. inhibition, % at 30 µM. actives 0.061% (n = 220,000). AID 463115; in the data active = inhibition above about 25%; note: inactives centre near -15
Rad51 HR inh = blocks human Rad51 in homologous recombination. inhibition, % at 10 µM. hRad51 DNA strand exchange, fluorescence dequenching. actives 0.085% (n = 200,000);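 active = inhibition above 40% at the single screening dose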;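 note: 0% = DMSO control wells and 100% = blanks with heterologous ssDNA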
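Material: hRad51 filaments on single-stranded DNA; Reagent: Donor/quencher-labelled 47-bp dsDNA substrate; Compound: 10 µM final, single point; Schedule: 37 °C 15-min filament assembly, 30-min compound preincubation, 15-min exchange; Technique: FRET fluorescence, excitation 485 nm, emission 520 nm; Benchmarks: control wells and blank wells on each plate.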
PERK inh = inhibitors of human PERK kinase | actives 0.17% (n = 220,000) | Q9NZJ5 | inhibition, % at 5.6 µM | CHO PERK-DD fusion, SEAP luminescence translation reporter;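 active = inhibition above the mean inhibition of all tested compounds plus 3 SD, set separately per screening campaign, cut at about 2.9% in these data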;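 note: PERK kinase domain activated by AP20187 dimerizer at 100 nM; 0% = DMSO with dimerizer and 100% = rapamycin at 8.4 µM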
m-calpain inh = blocks pig calpain II enzyme activity; purified calpain II, fluorogenic peptide substrate, 30 min; inhibition, % at 16 µM; actives 0.37% (n = 220,000); AID 1236;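 active = inhibition above about 50%, limit read from the data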
FXIa inh 1536 = inhibitors of human coagulation factor XIa. purified FXIa, Boc-Glu-Ala-Arg-AMC fluorogenic substrate. inhibition, % at 5 µM. actives 0.14% (n = 220,000);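 active = inhibition of at least 40%; inactive = inhibition below 40%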;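 note: fluorescence of freed AMC excited at 355 nm; 0% = enzyme without compound and 100% = no enzyme blank; many of its hits are not listed in these tables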
KLK5 inh = inhibitors of human kallikrein 5 | AID 873 | recombinant hK5, fluorogenic AMC substrate cleavage | actives 0.59% (n = 210,000) | inhibition, % at 5 µM | Q9Y337;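 active = inhibition of 40% or more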;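 note: 0% = enzyme controls without compound and 100% = no-enzyme blanks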
FXIIa inh = blocks human coagulation factor XIIa protease activity; inhibition, % at 5 µM; P00748; actives 0.3% (n = 220,000); purified FXIIa, Boc-QGR-AMC fluorogenic substrate, 2 h; in the data active = inhibition above about 40%;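 note: 0% = enzyme with no compound and 100% = blank without enzyme; many of its hits are not listed in these tables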
thrombin 1536 = blocks human thrombin protease activity. P00734. alpha-thrombin, Boc-VPR-AMC fluorogenic substrate cleavage. inhibition, % at 5 µM. actives 0.26% (n = 220,000). AID 1046;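 active = inhibition at or above 40%; inactive = inhibition below 40%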;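 note: 0% = enzyme with no compound and 100% = wells without enzyme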
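System: Human alpha-thrombin protein | Medium: pH 7.5 Tris (50 mM) with NaCl 150 mM, Tween 20 0.05% | Times: Enzyme reaction carried out at room temperature | Detection: AMC fluorescence, 355/460 nm | Evaluation: Percent inhibition scaled between no-compound controls and no-enzyme blanks | Benchmarks: Enzyme without compound as high, wells lacking enzyme as low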
Starred values were filed as active, the others as inactive; · = no result given; [ ] = dose if it differs, or a comment. Only part of the results is shown; the hit share may differ from the screen's.

SMILES | KCC2 mod | Furin inh | Rad51 HR inh | PERK inh | m-calpain inh | FXIa inh 1536 | KLK5 inh | FXIIa inh | thrombin 1536
COC(=O)CCC(NC(=O)c1cc(-c2ccc3c(c2)OCCO3)oc1C)C(=O)OC (stereo unspecified) | 0.31 | -32 | -7 | -0.9 | 13 | 2 | 8 | 19 | 3
COc1cccc(C2CCCN2Cc2nc(CC3CC3)no2)c1 (stereo unspecified) | -0.35 | -21 | 20 | 0.5 | -4 | -4 | -1 | 2 | 2
CCOC(=O)c1c(C)[nH]c(-c2csc(N)n2)c1C | -0.52 | -14 | -33 | -0.8 | -50 | 2 | -10 | 2 | 2
CN1CCN(c2ccc(Cl)cc2NC(=O)c2ccc(=O)n(C)n2)CC1 | 0.85 | -22 | -4 | -0.5 | 14 | -6 | 0 | 6 | -17
COc1ccccc1/C=C/CN1CCN(c2ccccc2)CC1 | -0.13 | -12[20 µM] | -1 | -1.0 | 3 | 6 | -9 | 19 | 3
CCC1CCCCN1C(=O)c1sc2nc(C)nc(N(CC)CC)c2c1C (stereo unspecified) | 0.075 | -14 | -27 | 0.6 | 13 | 2 | 3 | 5 | -3
Cc1ccc(C(=O)NCCCn2ccnc2)cc1[N+](=O)[O-] | 1.3 | -17[20 µM] | -7 | 1.0 | 3 | -1 | -1 | 9 | 1
O=C(Nc1cccs1)Nc1ccccc1Cl | -1.7 | -34 | -2 | -0.2 | -9 | 3 | -1 | 15 | -4
Cc1ccccc1N1C(=O)C2ON(c3ccccc3)C(c3cccnc3)C2C1=O (stereo unspecified) | 0.92 | -21 | -5 | -0.4 | -10 | 10 | 0 | 11 | -2
Cn1cnc([N+](=O)[O-])c1Sc1nnc(-c2cccnc2)n1C | 0.41 | -12 | · | 1.5 | -24 | -2 | -3 | 5 | -10
COc1ccccc1-n1nnnc1SCc1cc2c(cc1Br)OCO2 | · | -24[20 µM] | 1 | 0.6 | 50* | 2 | 0 | 8 | -4
Cc1c(NC(=O)COC(=O)C23CC4CC(CC(Br)(C4)C2)C3)c(=O)n(-c2ccccc2)n1C | -0.76 | -25 | -1 | 0.3 | 20 | -8 | -2 | 5 | -19
COc1ccc(-n2ncc3c(SCC(=O)N4CCN(c5ccccc5OC)CC4)ncnc32)cc1 | 0.099 | -25[20 µM] | -3 | 0.7 | -36 | 12 | -4 | 16 | 1
Cc1sc(NC(=O)c2ccco2)c(C(c2cccnc2)N2CCN(c3ccc(F)cc3)CC2)c1C (stereo unspecified) | -0.089 | -18 | -6 | -0.1 | -25 | 3 | 2 | 7 | 5
CCOc1cc(/C=N/NC(=O)C(=O)NCc2cccnc2)ccc1O | -0.31 | 6 | · | -0.2 | 32 | 34 | 27 | 36 | 32
Cc1cc(NC(=S)Nc2cccnc2)ccc1Br | 0.69 | -33 | 6 | 0.1 | -5 | 3 | -2 | -1 | 1
O=S(=O)(c1ccc2nnn(O)c2c1)N1CCCCC1 | 0.35 | -17 | 13 | -0.1 | -21 | -12 | -17 | -3 | 2
Cc1ccc(-c2nnn(CC(=O)N(Cc3ccc(F)cc3)C(C(=O)NC3CCCC3)c3ccncc3)n2)o1 (stereo unspecified) | -0.86 | 1[20 µM] | 7 | -0.2 | -7 | 7 | -9 | 15 | 4
COc1ccc(Cl)cc1NC(=O)CN1CCC(n2nnc3cc(C)ccc32)CC1 | · | -4 | -8 | -0.8 | -109 | 4 | -2 | 9 | -10
COC(=O)NCC(c1ccco1)N1CCN(c2ccc(F)cc2)CC1 (stereo unspecified) | 1 | -14 | 1 | -0.8 | 10 | 0 | 43* | -2 | 27

Quoted at random: 5 compounds from above
SMILES | KCC2 mod | Furin inh | Rad51 HR inh | PERK inh | m-calpain inh | FXIa inh 1536 | KLK5 inh | FXIIa inh | thrombin 1536
Cc1cc(NC(=S)Nc2cccnc2)ccc1Br | 0.69 | -33 | 6 | 0.1 | -5 | 3 | -2 | -1 | 1
Cc1ccc(-c2nnn(CC(=O)N(Cc3ccc(F)cc3)C(C(=O)NC3CCCC3)c3ccncc3)n2)o1 (stereo unspecified) | -0.86 | 1[20 µM] | 7 | -0.2 | -7 | 7 | -9 | 15 | 4
COC(=O)NCC(c1ccco1)N1CCN(c2ccc(F)cc2)CC1 (stereo unspecified) | 1 | -14 | 1 | -0.8 | 10 | 0 | 43* | -2 | 27
COc1ccccc1-n1nnnc1SCc1cc2c(cc1Br)OCO2 | · | -24[20 µM] | 1 | 0.6 | 50* | 2 | 0 | 8 | -4
COc1ccc(-n2ncc3c(SCC(=O)N4CCN(c5ccccc5OC)CC4)ncnc32)cc1 | 0.099 | -25[20 µM] | -3 | 0.7 | -36 | 12 | -4 | 16 | 1

Next results:
SMILES | KCC2 mod | Furin inh | Rad51 HR inh | PERK inh | m-calpain inh | FXIa inh 1536 | KLK5 inh | FXIIa inh | thrombin 1536
COC(=O)c1cccc(NC(=O)CN2CCC(NC(=O)c3cc(OC)c(OC)c(OC)c3)CC2)c1 | -1.2 | -16 | -2 | -1.6 | 8 | 4 | 0 | 11 | -1
O=C(CSc1ccc(Cl)cc1)OCc1nnc(-c2ccccc2)o1 | -0.33 | -11[20 µM] | 2 | 0.0 | 4 | -5 | 10 | 2 | -11
Cc1ccccc1C(=O)N1CCN(c2ccc(NC(=O)c3ccco3)cc2Cl)CC1 | -1 | -15[20 µM] | 5 | -1.4 | -40 | -12 | -19 | -5 | -11
CCCNC(=O)c1ccc(N(Cc2ccccc2)S(C)(=O)=O)cc1 | 0.47 | 3[20 µM] | -60 | 0.4 | 20 | -18 | -5 | 2 | -2
NCCOc1ccccc1OCCN | 0.4 | -25 | -2 | -0.3 | -20 | -1 | 0 | 8 | -3
Cc1cc(Cl)ccc1OCC(=O)NN1C(=O)C2C3C=CC(C3)C2C1=O (stereo unspecified) | 0.3 | -11 | 3 | 0.6 | 26 | 3 | -1 | 6 | ·
CC(C(=O)Nc1cccc([N+](=O)[O-])c1)N1CCN(C/C=C/c2ccccc2)CC1 (stereo unspecified) | -1.3 | -21 | -4 | -0.8 | 0 | 6 | -13 | 11 | -4
COc1cc(C2C(C(C)=O)=C(O)C(=O)N2CCc2c[nH]c3ccccc23)ccc1O (stereo unspecified) | -0.2 | -28 | -5 | -0.5 | -10 | -4 | 6 | 12 | -3
CCN(CC)C(=O)COC(=O)c1ccc(C)c(NC(=O)c2ccco2)c1 | 0.0078 | -14 | -14 | 0.8 | 3 | 0 | 0 | 5 | -8
O=C1C=C(c2ccccc2)OC(c2ccccc2)O1 (stereo unspecified) | -0.76 | -19 | 0 | 0.9 | 5 | -5 | -5 | 1 | 3
Cc1ccc(CCNC(=O)C2CCN(S(=O)(=O)c3ccc4c(c3)CCC(=O)N4)CC2)cc1 | 0.71 | -16 | 3 | 0.4 | 12 | -5 | 3 | 21 | 2
O=[N+]([O-])c1ccc(/C([O-])=C(/C(=S)NCc2ccco2)[n+]2ccccc2)cc1 | -0.55 | -19 | -6 | 0.5 | -76 | -1 | -4 | 2 | ·
COc1cc(SC)ccc1C(=O)OCC(=O)NC1CCCC1 | -0.54 | -22 | 7 | 0.7 | -11 | -2 | 1 | 9 | -6
CCn1c(C(O)c2ccccc2)nc2ccccc21 (stereo unspecified) | -0.068 | -15 | 10 | 0.0 | -2 | -3 | -6 | 3 | -1
COc1ccc(-n2nc([N+](=O)[O-])c(=NCCc3ccc(C)cc3)n2O)cc1 | -0.51 | -27 | 29 | 1.2 | 2 | 1 | 10 | 12 | -2
CCCCN1C(C)=CC(=C2C(=O)c3ccccc3C2=O)C=C1C | 0.76 | -21 | 7 | 0.0 | -1 | 3 | 9 | 8 | 3
O=C(C1=C[C@@H](C2CCCCC2)C[C@@H](OCCCCO)O1)N1CCOCC1 | 0.52 | -20 | 0 | 0.8 | 8 | -3 | -4 | 3 | -8
N#CCCn1cc(C(=O)N2CCCCC2)c(-c2ccc([N+](=O)[O-])cc2)n1 | -0.36 | -18 | 5 | 0.2 | 13 | -7 | -24 | -6 | 2
Cc1cccc(NC(=S)/N=C(\N)Nc2nc(C)c3ccc(C)cc3n2)c1 | -0.19 | -20 | -7 | -0.7 | -50 | -5 | 3 | -8 | -3
N#Cc1ccc(Cl)cc1NC(=O)COC(=O)[C@H](CCC(N)=O)NC(=O)c1ccc(F)cc1 | -0.39 | -25 | · | -0.5 | -2 | 4 | -5 | 10 | 2

Part of the list above, with tabs.
Molecule	KCC2 mod	Furin inh	Rad51 HR inh	PERK inh	m-calpain inh	FXIa inh 1536	KLK5 inh	FXIIa inh	thrombin 1536
N#CCCn1cc(C(=O)N2CCCCC2)c(-c2ccc([N+](=O)[O-])cc2)n1	-0.36	-18	5	0.2	13	-7	-24	-6	2
O=C(C1=C[C@@H](C2CCCCC2)C[C@@H](OCCCCO)O1)N1CCOCC1	0.52	-20	0	0.8	8	-3	-4	3	-8

Later entries.
SMILES | KCC2 mod | Furin inh | Rad51 HR inh | PERK inh | m-calpain inh | FXIa inh 1536 | KLK5 inh | FXIIa inh | thrombin 1536
CC(C)(C)c1cc(NC(=O)COC(=O)C2CC2)n(-c2ccccc2)n1 | · | -14 | 6 | 0.1 | -25 | 24 | 2 | 21 | 1
O=C(CS(=O)(=O)Cc1ccccc1)N1CCN(C(=O)c2ccco2)CC1 | 0.4 | -22 | -1 | 1.0 | -33 | 5 | -11 | 18 | -8
CC1CN(C(=O)COC(=O)c2nn(-c3ccccc3)c(=O)c3ccccc23)CC(C)O1 (stereo unspecified) | -0.44 | -19 | 11 | -0.1 | -11 | 3 | 9 | 12 | -8
CCCCNC(=O)C1CCN(S(=O)(=O)c2cnc[nH]2)CC1 | 0.25 | -17 | 4 | 0.6 | -12 | 3 | -7 | 16 | 3
CC(C)C[C@H](NC(=O)NCc1ccc(Cl)cc1)C(=O)O | 0.39 | -16 | -2 | 0.9 | -15 | 2 | -16 | 12 | -2
Clc1ccc(-c2cc(COc3ccccc3)on2)cc1 | 0.53 | -10 | -1 | 0.5 | 5 | -2 | -8 | 3 | -1
CN(C)CCNc1ncnc2c1sc1nc(N3CCOCC3)c3c(c12)CC(C)(C)SC3 | 0.049 | -10[20 µM] | -4 | -1.6 | -78 | 3 | 8 | 13 | 4
CCC1CCCCN1c1cc(C)nc2cc(-c3cccc(C)c3)nn12 (stereo unspecified) | -0.88 | 2[20 µM] | 0 | 0.0 | -26 | -18 | 9 | 13 | 1
CCCCCCNC(=O)CCNS(=O)(=O)c1ccc(C)cc1 | 0.087 | -26 | -15 | 0.4 | -31 | 0 | 3 | 11 | 3
C=CCNc1nc2c(c(=O)n(C)c(=O)n2C)n1CCCCCC | -1.3 | -20[20 µM] | 3 | -0.7 | 15 | 2 | -3 | 10 | -4
CCCCCCC(=O)Nc1cc2c(C)cc(=O)oc2cc1C | -1.2 | -18[20 µM] | -2 | 0.4 | -125 | -8 | -13 | 9 | -9
O=c1[nH]c2c(Br)cnc([N+](=O)[O-])c2[nH]1 | -0.72 | -7 | · | 0.3 | -4 | -6 | -4 | -1 | -15

Compound activity as filed in PubChem BioAssay.
